Screens as filed in PubChem.
INS promoter inh = inhibitors of insulin promoter-driven GFP, primary screen, imaging, TRM-6 cells (human fetal islet line), eGFP reporter, cell count. reporter expression induced with tamoxifen. inhibition, % at 2 µM. 0.9% of 130,000 active;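 active = inhibition above the mean plus 3 SD, with well images judged a real hit on visual review, cut at about 60% in these data, passing the limit was not always enough; inconclusive = inhibition over the cutoff but images rejected on review; inactive = inhibition not above the cutoff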
SDO1 yeast rescue = growth rescue of sdo1-depleted yeast, primary screen, S. cerevisiae, bone marrow failure model. S. cerevisiae sdo1-depleted JHY4D growth rescue, OD600 30 h; active compounds read high; pdr5 snq2 efflux-pump mutant strain. 0.21% of 140,000 active. z-score at 10 µM;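 active = z-score above 3 at both the 24 hr and the 30 hr optical density reads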;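 also: z-score against mean and SD of all compound wells on the same plate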
SDO1 yeast rescue Rescue 24 h = also measured in SDO1 yeast rescue; calls as there; z-score; S. cerevisiae sdo1-depleted JHY4D growth rescue, OD600; measured here: growth rescue at 24 h;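 0 is the plate mean of compound wells and units are plate SD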
* hit, by the source's call; i = inactive; ? = inconclusive; nt = not tested or not shown; & = joins results of further samples. This is a subset, so the mix of outcomes need not match the whole.

INS promoter inh	SDO1 yeast rescue	SDO1 yeast rescue Rescue 24 h	structure
67	-1.2	-1	Fc1ccc(C(c2nnnn2Cc2cccs2)N2CCN(c3ccccc3)CC2)cc1 (stereo unspecified)
nt	0.56	0.67	CCCC(=O)Nc1ccc2c(c1)nc1n2CCOC1
8	-0.87	-1.2	CCOC(=O)C(NC(=O)c1cccc(Cl)c1)(OCc1ccc(F)cc1)C(F)(F)F (stereo unspecified)
-42	nt	nt	CCOCCCNC(=O)C1CCCN1C(=O)Nc1ccccc1[N+](=O)[O-] (stereo unspecified)
-40	0.69	0.4	O=C1C[C@@H](c2ccc(O[C@@H]3O[C@H](CO)[C@@H](O)[C@H](O)[C@H]3O)cc2)Oc2cc(O)ccc21
nt	-0.35	0.24	COc1ccc(C)cc1NC(=O)c1nnn(CCc2ccccc2)c1N
37	1.1	1.5	CCOC(=O)Nc1nnc(CCc2ccccc2)s1
27	0.29	2.9	CSc1nc(Sc2ccccc2Cl)c2ccccc2n1
34	-0.44	0.32	Cc1ccc(C(=O)Nc2nc(=O)n(C(=O)C3CC3)s2)cc1
-36	0.37	-0.86	O=C(CNC(=O)c1cccs1)OCC(=O)c1cccs1
27	0.24	0.39	NS(=O)(=O)c1ccc(CCNc2ncnc3sccc23)cc1
nt	0.32	-0.04	CC1CCCC(C)N1c1nnc(NC(=O)Cn2c(=O)oc3ccccc32)s1 (stereo unspecified)
0	-0.96	-1.1	Cc1ccc(C(=O)COC(=O)c2cc(Cl)nc3ccccc23)cc1C
?	-0.96	0.65	CCN1C(=O)/C(=C/c2nc3ccccc3c(=O)[nH]2)c2ccccc21
0	1.1	-0.63	O=C1Cn2c(nc3ccccc32)N1c1cccc(C(F)(F)F)c1
13	-0.23	-0.24	CCCc1cc2c(=O)c(-c3ccccn3)c(C)oc2cc1O
-43	1.9	3.8	CCOC(=O)c1cnc2scnn2c1=O
nt	0.24	1.9	CCCCCCc1c(O)nc(SCC(=O)O)[nH]c1=O
nt	-0.15	-0.41	C=CCn1c(-c2ccco2)n[nH]c1=S
31	nt	nt	CC(=O)Nc1ccc(NC(=O)C2CCN(c3ccc(C(F)(F)F)cn3)CC2)cc1
29	1	0.65	O=C(Nn1cnnc1)c1ccccc1CCc1ccccc1
nt	0.15	0.12	CCc1ccc(OCC(=O)N/N=C\c2ccco2)c([N+](=O)[O-])c1
-29	0.19	-0.19	CCOC(=O)N1CCN(C(=O)CNCc2cccs2)CC1
57	-0.18	0.03	O=c1cc(N2CCN(c3ccc(F)cc3)CC2)[nH]c(=O)n1C1CCCCC1
9	-0.19	-1.5	COc1ccc(S(=O)(=O)N2CCN(C3CCCCCCC3)CC2)cc1
41	0.73	0.3	CN1CCN(CC#CC2(O)CCCCC2)CC1
-29	nt	nt	Cc1ccccc1NC(=S)N(CCN(C)C)C(C)c1cccnc1 (stereo unspecified)
-17	-0.23	-0.36	COc1ccccc1C(=O)C1Nc2ccccc2-c2nnc(SC)nc2O1 (stereo unspecified)
nt	0.5	0.37	O=C(NCCCN1CCOCC1)C1CCC(=O)N1CCc1ccccc1 (stereo unspecified)
i	-0.67	0.28	O=C(NCc1ccccc1Br)c1ccco1
-20	0.82	0.95	Cc1nc2ccc(NC(=O)c3cc(S(=O)(=O)N4CCOCC4)ccc3C)cc2s1
-25	-2.5	-2.3	CN1CCN(C2=Cc3ccccc3Sc3cc(F)c(F)cc32)CC1
nt	-1.5	-1.2	CC(Sc1nc(-c2ccccc2)cc(C(F)(F)F)n1)C(=O)N1CCCC1 (stereo unspecified)
-7	-0.59	-0.55	O=C1C=C(c2ccccc2)OC2(CCCC2)O1
12	0.01	-0.29	CC(=O)C1C(c2ccc3ncccc3c2)NC(=O)NC1(O)C(F)(F)F (stereo unspecified)
7	nt	nt	CC1(C)CN=c2s/c(=C\c3ccc(Cl)cc3)c(=O)n2C1
-112	nt	nt	CCOC(=O)C1(Cc2ccccc2C(F)(F)F)CCN(C2CCN(C(C)C)CC2)CC1
37	-0.93	-1.3	Cc1ccc(-c2cc(C(=O)N/N=C/C=C/c3ccccc3)n[nH]2)s1
nt	-0.12	-0.85	CCC1CCCCN1C(=S)NCc1ccccc1 (stereo unspecified)
nt	-0.06	-0.97	COc1ccc(S(=O)(=O)CCC(=O)NC2CCCCC2)cc1
-6	0.08	-0.78	O=C(CN1CCN(Cc2ccccc2)CC1)Nc1ccc(S(=O)(=O)N2CCOCC2)cc1
-17	nt	nt	CN(CCn1ccnc1)Cc1cn(-c2ccccc2)nc1-c1ccc2c(c1)OCO2
82*	-0.24	-1.3	O=c1[nH]c2cccnc2n1Cc1ccccc1
nt	-0.78	-0.55	Brc1ccc(C2=CC(c3ccco3)n3ncnc3N2)cc1 (stereo unspecified)
-31	-0.39	-0.95	O=C(Nc1nc2c(s1)CCCC2=O)c1cnccn1
58	0.1	1.6	CCOc1ccc(CCNC(=O)CCc2nc(-c3ccc(C)cc3)no2)cc1OCC
-49	nt	nt	O=C(c1ccc(N2CCOCC2)cc1[N+](=O)[O-])N1CCOCC1
0	nt	nt	Cc1ccc(S(=O)(=O)N/N=C/c2cc([N+](=O)[O-])ccc2O)cc1[N+](=O)[O-]
-48	0.35	-0.15	CCC(=O)c1ccc(CCCCCC(=O)O)s1
14	nt	nt	CCN(CC)CCNC(=O)c1cc(-c2ccco2)nc2ccccc12
0	nt	nt	COc1ccc(S(=O)(=O)CC2(O)CCN(C(=O)C(C)(C)C)CC2)cc1
-26	-0.36	0.37	O=C(c1cccc(Br)c1)c1cn(-c2ccccc2)nc1C(=O)c1ccccc1
12	0.17	-0.78	O=C(c1cccs1)N1CCN(C(=O)C2CCCO2)CC1 (stereo unspecified)
-128	0.55	0.67	O=C(COc1ccc(S(=O)(=O)Nc2ccccc2)cc1)N1CCOCC1
-11	nt	nt	O=C(O)c1cc(Cl)c(Cl)cc1C(=O)Nc1cccnc1
20	nt	nt	COc1ccc([C@H](C)NC[C@H](O)c2ccc(O)c(NC=O)c2)cc1
-36	-0.95	-1.9	CC(Oc1ccc(Cl)cc1Cl)C(=O)Nc1ccc(N2CCN(C)CC2)cc1 (stereo unspecified)
-35	0.58	-0.19	CSc1nc(-c2ccco2)nn1C(=O)CCc1ccccc1
-100	0.87	0.8	Cn1c(=O)c2c(nc(SCC(=O)N3CCCCCC3)n2C)n(C)c1=O
4	-0.08	-0.35	CCCCc1nc(NCc2ccccc2)c(C#N)c2c1CCCC2

(next part)
INS promoter inh	SDO1 yeast rescue	SDO1 yeast rescue Rescue 24 h	structure
15	-0.33	-0.19	Cc1ccc(SC(C)c2nc(-c3ccccc3)no2)cc1 (stereo unspecified)
nt	0.08	-0.48	O=S(=O)(Nc1ccc(O)cc1)c1cccc2cccnc12
nt	-0.62	-0.33	CCCCCn1c(CNC(=O)CCC)nc2ccccc21
nt	0.71	0.75	O=C(c1cc2c(s1)-c1ccccc1S(=O)(=O)C2)N1CCN(Cc2ccccc2)CC1
-11	-0.77	-0.35	CC(C)c1ccccc1NC(=S)NC(C)c1ccccc1 (stereo unspecified)
7	nt	nt	COc1ccc(C(=O)N/C(=C/c2ccco2)C(=O)NC2CCS(=O)(=O)C2)cc1 (stereo unspecified)
18	0.18	-0.08	Nc1nnn(Cc2ccccc2)n1
6	1.3	1.1	O=C(c1cccnc1)N1CCN(CCCc2ccccc2)CC1
-42	0.77	0.81	COc1cccc(NC(=O)C(C#N)Cc2ccncc2)c1 (stereo unspecified)
57	-0.01&-0.18	-1.2&-0.87	CCOc1ccc(NC(=O)N2CCC(NC(=O)c3ccco3)CC2)cc1
7	nt	nt	C[C@H](NC(=O)c1ccccc1Cl)C(=O)NCc1cccs1
-200	nt	nt	O=C(NCc1ccco1)C(=O)c1cn(CC(=O)N2CCCCCC2)c2ccccc12
31	1.1	1.4	Cc1cccc(NC(=S)Nc2c(C)n(C)n(-c3ccccc3)c2=O)c1C
nt	-1.1	-0.52	COc1ccc(C=O)cc1COc1ccc(C)cc1[N+](=O)[O-]
27	nt	nt	CCOc1ccc(-c2nc[nH]c2[N+](=O)[O-])cc1
17	-0.71	-0.31	N#CCOc1nc(N2CCCC2)nc(N2CCCC2)n1
13	nt	nt	Cc1ccc(C)c(NC(=O)Cn2c(=O)n(-c3ccc(CC(=O)NCC4CCCO4)cc3)c(=O)c3ccccc32)c1 (stereo unspecified)
-30	-1.4	-0.81	CCCCn1nnnc1NCc1ccc(C)s1
9	nt	nt	Cc1ccc2cc(CCNC(=O)c3cc4ccccc4o3)c(=O)[nH]c2c1C
14	0.82	0.92	CCOC(=O)CSc1cn2c(n1)CCC2

14 entries out of the list, ordered by number of heavy atoms, largest number first:
INS promoter inh	SDO1 yeast rescue	SDO1 yeast rescue Rescue 24 h	structure
-6	0.08	-0.78	O=C(CN1CCN(Cc2ccccc2)CC1)Nc1ccc(S(=O)(=O)N2CCOCC2)cc1
-200	nt	nt	O=C(NCc1ccco1)C(=O)c1cn(CC(=O)N2CCCCCC2)c2ccccc12
8	-0.87	-1.2	CCOC(=O)C(NC(=O)c1cccc(Cl)c1)(OCc1ccc(F)cc1)C(F)(F)F (stereo unspecified)
57	-0.01&-0.18	-1.2&-0.87	CCOc1ccc(NC(=O)N2CCC(NC(=O)c3ccco3)CC2)cc1
-100	0.87	0.8	Cn1c(=O)c2c(nc(SCC(=O)N3CCCCCC3)n2C)n(C)c1=O
4	-0.08	-0.35	CCCCc1nc(NCc2ccccc2)c(C#N)c2c1CCCC2
-49	nt	nt	O=C(c1ccc(N2CCOCC2)cc1[N+](=O)[O-])N1CCOCC1
nt	-0.06	-0.97	COc1ccc(S(=O)(=O)CCC(=O)NC2CCCCC2)cc1
7	nt	nt	C[C@H](NC(=O)c1ccccc1Cl)C(=O)NCc1cccs1
12	0.17	-0.78	O=C(c1cccs1)N1CCN(C(=O)C2CCCO2)CC1 (stereo unspecified)
-31	-0.39	-0.95	O=C(Nc1nc2c(s1)CCCC2=O)c1cnccn1
nt	-0.12	-0.85	CCC1CCCCN1C(=S)NCc1ccccc1 (stereo unspecified)
-30	-1.4	-0.81	CCCCn1nnnc1NCc1ccc(C)s1
14	0.82	0.92	CCOC(=O)CSc1cn2c(n1)CCC2

Later entries.
INS promoter inh	SDO1 yeast rescue	SDO1 yeast rescue Rescue 24 h	structure
-8	-1.3	-0.83	Cc1nnnn1/C(=C\c1ccccc1)C(=O)OCC(=O)N1CC2(C)CC1CC(C)(C)C2 (stereo unspecified)
nt	-0.36	-0.84	COCCNC(=O)Cn1nc(C(F)(F)F)c(Br)c1C
23	1.5	1.1	CN(C=O)CP(=O)(O)CN1CCCCC1
nt	-2.5	-1.6	N#Cc1c(Cl)c(Cl)c2nnc(-c3ccc(Br)cc3)n2c1Cl
nt	0.18	-0.32	COc1ccc(-n2nc3c(c2NC(=O)C24CC5CC(CC(C5)C2)C4)CS(=O)C3)cc1 (stereo unspecified)
-79	1	1.2	CCOC(=O)C1C(=O)OC2(CCOC(C)(C)C2)C1C(=O)OCC (stereo unspecified)
-8	0.19	-0.51	CC(C)OC(=O)c1c(N)n(CCCN2CCOCC2)c2nc3ccccc3nc12
nt	-0.46	-0.5	Cc1ccc(NC(=O)CN(C)S(=O)(=O)c2cccc3cccnc23)cc1
19	-0.95	-0.94	O=C(/C=C/c1ccc(F)cc1)N1CCN(c2ccccn2)CC1
0	0.97	0.42	CCNC(=O)N1C(CC(=O)OCC)C(=O)NC2CCCCC21 (stereo unspecified)
22	nt	nt	COC(=O)CSc1nnc(CNC(=O)c2cc(OC)cc(OC)c2)n1-c1ccc(F)cc1
0	0.9	0.74	CCCN1CCC(NC(=O)Nc2ccc(F)cc2F)CC1
19	-0.65	-0.76	COc1ccc(NC(=O)c2ccc(-c3ccccc3Cl)o2)cc1
-15	1.4	2.6	Cc1ccc(C2CC(C(F)(F)F)n3nc(C(=O)NCc4c(C)nn(C)c4C)c(Cl)c3N2)cc1 (stereo unspecified)
nt	-0.23	-1.4	CC(C)(C)n1ncc2c(=O)n(CC(=O)N3CCCCCC3)cnc21
21	0.31	0.26	Cc1cc(/C=C2\SC(=Nc3ccccc3)NC2=O)c(C)n1-c1ccc(S(N)(=O)=O)cc1
26	0.21	1.3	Cc1ccc(NS(=O)(=O)c2ccc(N/N=C/c3ccncc3)c([N+](=O)[O-])c2)c(C)c1
-45	0.31	-0.51	Oc1c(CN2CCOCC2)cc(-c2ccccc2)cc1CN1CCOCC1
-21	0.83	1.5	O=C(CSc1nc2ccccc2o1)Nc1nc2ccccc2s1
nt	0.5	0.15	O=C(Oc1cccc(-n2cnnn2)c1)C1CCCCC1
3	-0.82	-0.99	COc1ccc(NC(=O)CSc2nc(C)cs2)cc1OC
17	-0.74	-0.51	Cc1ccc(S(=O)(=O)N(C)Cc2cc3ccccc3[nH]c2=O)cc1
-4	-0.41	-0.13	O=C(NCc1ccc(Cl)cc1)c1ccc(Cn2cc(C(F)(F)F)ccc2=O)cc1
21	nt	nt	COc1ccc(NC(=S)Nc2cccc(C(C)=O)c2)cc1OC
-194	-0.23	-0.79	O=C(CSc1n[nH]c(-c2ccccc2Br)n1)NCCN1C(=O)CSC1=O
-43	nt	nt	Cc1ccc(CN2CCSc3ccc(C(=O)NCc4ccco4)cc32)cc1
nt	0.45	-0.07	CCN1CCN(c2nc3c(c(=O)[nH]c(=O)n3C)n2CCSc2nc3ccccc3s2)CC1
